Screening data: PubChem, several laboratories
NPY1 pot ag: human NPY-Y1 potentiation or agonism, primary screen. P25929. NPY-Y1 expressing cells, potentiator/agonist activation. activation, % at 3.6 µM. actives 0.37% (n = 220,000). AID 1304; in the data active = activation above about 33%, passing the limit was not always enough;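 also: cells stimulated with NPY at EC10 then isoproterenol at EC100; 0% = low agonist plus stimulus and 100% = saturating agonist plus stimulus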
NPY Y1 blocker: NPY-Y1 (human) receptor antagonism; P25929; HEK293-CNG Y1 cells, membrane potential fluorescence; NPY at EC95, then isoproterenol; inhibition, % at 3.6 µM; actives 1% (n = 200,000); AID 1040;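 active = inhibition above the campaign mean inhibition of all tested compounds plus 3 SD, cut at about 20% in these data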;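 also: 0% = DMSO wells given NPY plus isoproterenol and 100% = isoproterenol alone without NPY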
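Material: Y1- and CNG-channel-expressing HEK293 cells / Probe or stimulus: NPY 25 nM then isoproterenol 1 µM plus Ro 20-1724 25 µM / Doses: 3.6 µM single dose, DMSO 0.4% / Schedule: compound incubation 1 h at room temperature, readout 45 min post-stimulation / Signal: membrane potential fluorescence / Benchmarks: isoproterenol-only wells as full block versus NPY-plus-isoproterenol wells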
S1P4 ag: human S1P4 receptor agonism; O95977; S1P4-expressing cell line, agonist reporter assay; activation, % at 4.98 µM; actives 0.35% (n = 220,000); AID 1509; in the data active = activation above about 11%;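 also: 0% = DMSO vehicle and 100% = reference agonist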
Ba/F3 V617F tox: loss of viability in JAK2V617F-driven Ba/F3 cells | Ba/F3 EpoR-JAK2V617F viability, ATP luminescence | AID 1446 | inhibition, % at 5.6 µM | actives 1.1% (n = 220,000);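 active = inhibition above the campaign mean plus 3 SD over all tested compounds, cut at about 24% in these data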;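 also: cytokine-independent growth of Ba/F3 cells driven by EpoR plus mutant JAK2; 0% = DMSO-treated cells and 100% = JAK inhibitor I control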
CHOP inh: inhibitors of CHOP induction in ER stress response. CHO-K1 CHOP-promoter luciferase, tunicamycin-induced, 15-18 h. inhibition, % at 10 µM. actives 3.8% (n = 220,000). AID 2732;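 active = compounds that reduced the stress-induced luciferase reporter signal by more than about 70% of percent inhibition, limit read from the data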;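 also: 0% = tunicamycin plus vehicle and 100% = wells without tunicamycin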
BaF3 tox: parental Ba/F3 viability inhibition as JAK2V617F counter-screen; inhibition, % at 5.6 µM; CellTiter-Glo ATP luminescence; actives 1.1% (n = 220,000);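 active = inhibition above a per-campaign cutoff, the mean inhibition of all tested compounds plus 3 SD, cut at about 27% in these data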;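 also: 0% = DMSO wells and 100% = JAK Inhibitor I control wells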
S1P4 antag: human S1P4 receptor antagonism; O95977; S1P4-expressing cells, antagonist mode, reporter read-out; inhibition, % at 4.98 µM; actives 0.26% (n = 220,000); AID 1510; in the data active = inhibition above about 29%;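 also: 0% = wells stimulated with agonist and 100% = vehicle wells without agonist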
p47phox inh: p47phox (human) inhibition | actives 0.53% (n = 220,000) | AID 1274 | p47phox/p22phox peptide binding, fluorescence polarization, 2 h | inhibition, % at 24.7 µM | P14598;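 active = inhibition above about 30%, limit read from the data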;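 also: 0% = p47phox with labelled peptide and 100% = labelled peptide alone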
Target sequence (P14598 whole entry, looked up): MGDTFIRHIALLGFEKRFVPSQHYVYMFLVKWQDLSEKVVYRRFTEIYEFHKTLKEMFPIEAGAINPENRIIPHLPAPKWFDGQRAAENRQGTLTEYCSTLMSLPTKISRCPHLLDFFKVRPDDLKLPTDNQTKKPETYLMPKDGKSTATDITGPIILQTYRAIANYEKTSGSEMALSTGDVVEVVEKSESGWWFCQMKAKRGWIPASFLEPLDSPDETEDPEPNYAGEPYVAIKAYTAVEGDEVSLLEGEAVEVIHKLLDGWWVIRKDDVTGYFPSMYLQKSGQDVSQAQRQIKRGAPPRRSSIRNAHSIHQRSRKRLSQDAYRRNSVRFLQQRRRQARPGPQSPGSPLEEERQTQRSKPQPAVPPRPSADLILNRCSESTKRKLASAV
NPY2 pot ag: potentiators or agonists of human neuropeptide Y receptor Y2 | P49146 | cells expressing NPY-Y2, potentiator/agonist read-out | activation, % at 3.6 µM | actives 0.45% (n = 220,000) | AID 1359; in the data active = activation above about 27%;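 also: cells stimulated with NPY near EC25 plus isoproterenol at EC100; 0% = vehicle plus submaximal agonist and 100% = vehicle plus saturating agonist; some results beyond the cut were filed as inactive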
Target sequence (P49146 whole entry, looked up): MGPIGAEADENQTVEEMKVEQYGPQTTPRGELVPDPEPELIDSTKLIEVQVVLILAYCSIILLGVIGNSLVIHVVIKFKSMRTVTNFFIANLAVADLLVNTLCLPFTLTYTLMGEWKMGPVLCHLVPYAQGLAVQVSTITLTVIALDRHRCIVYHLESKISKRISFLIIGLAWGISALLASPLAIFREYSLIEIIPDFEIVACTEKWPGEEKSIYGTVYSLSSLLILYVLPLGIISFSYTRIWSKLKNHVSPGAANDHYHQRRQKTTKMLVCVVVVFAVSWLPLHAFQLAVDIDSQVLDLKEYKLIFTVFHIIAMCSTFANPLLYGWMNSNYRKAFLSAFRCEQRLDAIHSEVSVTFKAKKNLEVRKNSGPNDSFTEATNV
Starred values were filed as active, the others as inactive; . = not tested or not shown.

molecule	NPY1 pot ag	NPY Y1 blocker	S1P4 ag	Ba/F3 V617F tox	CHOP inh	BaF3 tox	S1P4 antag	p47phox inh	NPY2 pot ag
CC[n+]1c(/C=C2\Sc3ccccc3N2C)ccc2cccc(C)c21	5	-3	-0.6	102*	104*	104*	-19	-37	14
COCCCNC(=O)CCc1nc(-c2ccccc2)no1	-1	0	0.6	2	7	5	-11	-6	8
CCN(CC)CCCNC(=O)c1[nH]c(C)c(C(=O)NC2CCCCC2)c1C	3	3	0.2	-2	-4	2	-25	-7	5
C=CCNS(=O)(=O)c1sccc1/C=N/O	2	0	0.9	5	29	5	-4	-10	9
Cc1ccc(CNC(=O)C2CCCN(S(=O)(=O)c3c(C)noc3C)C2)cc1 (centres undefined)	8	3	1.8	-2	11	3	4	-5	7
FC(F)Oc1ccc(NC(=S)NCc2cccnc2)cc1	1	2	0.1	-3	1	-1	10	2	6
CCOC(=O)c1cc(C#N)c(N2CCN(C)CC2)nc1-c1ccccc1	-17	2	-1.9	1	21	6	-25	0	-12
CCOc1ccccc1C(=O)Nc1nnc(SCC(=O)Nc2cc(C)on2)s1	18	-1	-0.7	-1	18	8	5	-4	-2
CCCCN1C2CCCC1CC(NC(=O)N(C(C)C)C(C)C)C2 (centres undefined)	-7	7	2.5	0	.	1	-6	.	-1
CCc1ccc(N2NC(=O)/C(=C/C=C/c3ccco3)C2=O)cc1	-23	3	2.1	2	17	3	-20	-67	4
CSc1nc(C)c2c(n1)N(c1ccc(C(F)(F)F)cc1)CC2	14	7	-0.2	-3	17	1	-5	-4	5
CC(=O)Nc1ccc(S(=O)(=O)N2CCNC(=O)CC2)cc1	16	3	-0.2	-3	37	3	-10	-7	6
Oc1nc(Nc2ccccc2)sc1/C=C1\C=Nc2ccccc21	12	.	0.8	-1	10	0	5	-94	-15
C/C(N)=C(/C#N)C(=O)COC(=O)CNS(=O)(=O)c1ccc2ccccc2c1	-11	.	2.5	51*	10	60*	6	-16	4
COC(=O)C(CC(C)C)NC(=O)c1cccs1 (centres undefined)	12	2	3.2	3	-7	15	-16	-1	-12
CC1=CCC2C(=O)N(c3ccccc3OC(=O)c3ccccc3F)C(=O)C2C1 (centres undefined)	-6	2	0.2	2	-6	11	-12	0	4
Cc1cc(S(=O)(=O)N(Cc2ccc(C(C)(C)C)cc2)Cc2cccs2)ccc1-n1cnnn1	2	-5	0.5	3	39	5	-27	1	1
O=C(O)/C=C/C(=O)N1CCN(c2ccccc2F)CC1	7	2	0.5	-4	7	5	-16	-8	1
CCn1cc(C(=O)NCc2ccc3c(c2)OCO3)c(=O)c2cc(F)c(N3CCN(C(=O)c4ccco4)CC3)cc21	-5	14	-0.8	5	35	6	-24	-20	-9
CC(=O)Nc1csc2ccccc12	-1	-1	-0.2	1	7	4	2	-10	1
CC(C)c1ccc(OCc2ccc(C(=O)NN3CCN(C)CC3)o2)cc1	-23	14	0.6	4	-22	8	0	-1	-40
O=C(N=Nc1c(O)[nH]c2ccccc12)c1cccc(S(=O)(=O)N2CCCCC2)c1	17	1	-0.1	-2	97*	4	-14	-7	0
CC(C)CC(=O)c1c[nH]c(C(=O)NCCCN2CCOCC2)c1	4	3	0.6	1	14	4	-14	-10	-4
CC(C)COC(=O)c1cccc2c1-c1ccccc1/C2=N\O	-42	13	-0.8	-5	101*	2	-4	-1	-8
O=C(NCc1cccnc1)/C(=C/c1ccc(-c2ccc(Cl)cc2)o1)S(=O)(=O)c1ccccc1	-35	25*	-1.5	8	104*	9	49*	-13	-29
N#Cc1ccc(C(=O)CSc2n[nH]c(=O)n2-c2cccnc2)cc1	15	.	-1.5	-4	-9	3	2	5	9
CCOC(=O)/C(C(C)=O)=C1/OC(=O)c2ccccc21	2	-2	1.9	0	29	2	-14	-15	7
COCCNC(=O)CCCCCNS(=O)(=O)c1ccc(C)cc1	12	-5	1.1	-2	8	5	2	-6	6
O=C(c1ccc(CNS(=O)(=O)c2cccc(C(F)(F)F)c2)cc1)N1CCOCC1	6	-4	2.3	5	27	2	-9	8	3
C=CCn1c(SCC(=O)O)nc2sc(CC)cc2c1=O	-9	5	0.0	1	-4	8	-10	-2	-5
O=C(Nc1ccc(NC(=O)c2ccccc2O)cc1)Nc1ccc(F)cc1F	25	.	0.3	-2	71*	-1	-4	-9	17
Cc1[nH]c2ccccc2c1C(=O)CSc1ccccn1	1	4	0.7	0	-23	6	-17	-8	-2
CC(C)CC(=O)NC1(C(F)(F)F)C(=O)N(Cc2ccccc2)C2=C1C(=O)CC(C)(C)C2 (centres undefined)	11	0	-0.2	0	6	0	-9	-1	5
CCn1nnnc1SCC(=O)c1cc(OC)ccc1OC	-12	1	-0.2	-3	15	1	-21	-4	-7
CN(C)S(=O)(=O)c1ccc(Cl)c(C(=O)Nc2cccc([N+](=O)[O-])c2)c1	12	-1	0.3	-2	6	5	-5	-5	15
CC1CCCCN1C(=O)CSc1nnc(-c2ccc(Cl)s2)o1 (centres undefined)	-46	7	-0.5	-4	35	4	-16	-9	8
Cc1ccc(N(C(=O)C(F)(F)F)C(C(=O)NC2CCCCC2)c2cccs2)cc1 (centres undefined)	-2	7	0.4	-2	68	7	-15	-11	11
Cn1c(CNc2nc(-c3ccccc3)cs2)nnc1SCC(=O)OC1CCCCC1	-13	-2	-0.6	-1	53	4	-18	-4	10
CN(C)C(=O)c1c([N+](=O)[O-])ncn1C	-5	-2	0.4	3	9	4	-5	1	9
COc1nc(NCCc2ccc(OC)c(OC)c2)nc(NC(C)(C)CO)n1	-25	7	1.0	0	-12	1	7	-4	-7

Record cards, as listed above:
CCOC(=O)/C(C(C)=O)=C1/OC(=O)c2ccccc21 as listed: NPY1 pot ag = 2; NPY Y1 blocker = -2; S1P4 ag = 1.9; Ba/F3 V617F tox = 0; CHOP inh = 29; BaF3 tox = 2; S1P4 antag = -14; p47phox inh = -15; NPY2 pot ag = 7
COC(=O)C(CC(C)C)NC(=O)c1cccs1 (centres undefined) as listed: NPY1 pot ag = 12; NPY Y1 blocker = 2; S1P4 ag = 3.2; Ba/F3 V617F tox = 3; CHOP inh = -7; BaF3 tox = 15; S1P4 antag = -16; p47phox inh = -1; NPY2 pot ag = -12

Additional structures
molecule	NPY1 pot ag	NPY Y1 blocker	S1P4 ag	Ba/F3 V617F tox	CHOP inh	BaF3 tox	S1P4 antag	p47phox inh	NPY2 pot ag
COCC(C)NC(=O)c1cc(OC)cc(OC)c1 (centres undefined)	8	-2	-0.7	0	16	2	-5	2	3
O=C(Nc1ccccc1N1CCCCC1)c1ccco1	-19	3	-0.5	1	47	7	-12	-14	-3
Cc1ccccc1-n1c(=O)cc(N2CCc3ccccc32)[nH]c1=O	2	8	-1.1	2	2	0	2	-10	-17
COc1ccc(NC(=O)c2ccccc2NC(=O)C2CCCO2)cc1 (centres undefined)	5	-2	0.7	6	8	6	-4	-10	9
CCC(C)NC(=O)CN(c1cc(Cl)ccc1OC)S(C)(=O)=O (centres undefined)	-29	-4	-1.3	-4	5	4	-4	-18	-11
CC(C)Oc1ccc(C(=O)NC(=S)Nc2ccc(Cl)c(C(=O)O)c2)cc1	11	.	0.5	-1	5	1	-9	1	10
Cc1ccc2nc(C3CCN(S(=O)(=O)c4ccc5ccccc5c4)CC3)[nH]c2c1	-6	0	1.0	2	57	4	3	-29	2
Nc1ncnc(Nc2ccc(F)c(Cl)c2)n1	-8	.	1.2	-3	6	0	12	-16	-4
COc1ccc2[nH]c3nc(SCc4nnc(-c5ccccc5)o4)nnc3c2c1	-2	-1	-5.0	-2	32	1	-3	-47	0
O=C1c2cccc3c([N+](=O)[O-])c(O)cc(c23)C(=O)N1Nc1ccccc1	-12	-7	0.6	6	-1	6	13	-5	9
CCOC(=O)CSC1=C(C#N)C(c2ccccc2F)C(C(C)=O)=C(C)N1 (centres undefined)	-46	3	-0.6	0	28	2	2	-11	-10
CN1CCc2c(OCC(=O)N3N=C(c4cccs4)CC3c3ccc(F)cc3)cccc2C1=O (centres undefined)	-4	-1	-0.2	2	25	8	-12	-27	4
Clc1ccc(Cc2nc(-c3ccncc3)no2)cc1	2	4	1.7	-5	15	-2	-21	-13	0
CC(=O)C1=C(O)C(=O)N(c2ccc(S(N)(=O)=O)cc2)C1c1ccccc1F (centres undefined)	-28	1	-0.2	3	30	11	-7	-1	-8
Cc1ccc(C)c(NC(=O)c2ccccc2O)c1	5	-6	2.0	-3	77*	2	-3	-10	9
O=C(C1CCN(S(=O)(=O)N2CCOCC2)CC1)N1CCN(c2ccccc2)CC1	-9	-2	1.6	-2	-6	2	-18	-7	-10
CN(C)C(/C=C/Nc1ccc(O)cc1)=C(C#N)C#N	4	3	1.2	1	32	7	-6	5	-1
CCCCNC(=O)c1ccc2c(c1)ncn2C1CCCCC1	-12	-5	-0.9	0	-40	4	-6	-12	1
Cc1ccc(NCc2nnc(SCC(=O)c3ccccc3)o2)c(C)c1	-7	-1	-1.2	4	17	5	12	-8	-11
O=C(c1ccc([N+](=O)[O-])cc1[N+](=O)[O-])N1CCCC1	1	0	0.1	-5	0	0	11	3	-12
CCCc1cc(=O)[nH]c(SCC(=O)Nc2cc3c(cc2C(C)=O)OCO3)n1	-12	2	0.4	-2	23	2	-10	-11	-2
O=C(CO/N=C/c1ccc(OC(F)F)cc1)NCc1ccco1	7	4	-1.5	0	-4	7	-8	-7	5
C#Cc1ccc([C@@H]2C=C(C(=O)N3CCN(Cc4ccc5c(c4)OCO5)CC3)O[C@H](OCC)[C@H]2CCCO)cc1	2	3	-0.5	-4	20	3	19	-9	-7
CCn1c(Cc2ccccc2)nnc1SCC(=O)Nc1nccs1	-22	-7	0.9	1	11	6	-24	7	-2
COc1ccc(OC)c(C(C)NC=O)c1 (centres undefined)	-14	-4	-0.3	-4	-23	1	-38	-14	11
C=CCn1c(SCc2c(Cl)cccc2Cl)nnc1-c1cccnc1	-3	6	1.1	3	-11	4	-19	-7	-13
Cc1sc(NC(=O)CN(Cc2ccccc2)C(=O)C(C)C)c(C(N)=O)c1C	12	-5	0.9	-4	26	-1	-15	3	16
Cc1ccc(N2CC(C(=O)NCc3cccnc3)CC2=O)cc1 (centres undefined)	-12	-2	0.1	-4	15	-2	-5	-1	17
COc1ccc(C(=O)C(/C=N/O)=N/Nc2ccc(F)cc2)cc1	2	1	-0.2	0	6	3	14	-4	4
COc1ccc(-c2cn3cccnc3n2)cc1NC(=O)C1CCCC1	-23	-3	0.2	-2	2	1	-6	-8	-6
CC(C)CCNC(=O)COC(=O)c1cc(Br)c(Br)s1	-9	10	1.5	2	13	3	-4	-1	-9
C=CC[n+]1c(/C=C2\C=Cc3cc(C)ccc3N2CC)ccc2ccccc21	-3	13	-1.8	100*	72*	80*	-3	-170	21
Cc1ccccc1C(=O)Nc1ccc(C(=O)N/N=C/c2ccncc2)cc1	5	0	0.8	-4	-8	-1	10	3	1
CC(=O)c1ccccc1NC(=O)COC(=O)CCCN1C(=O)c2cccc3cccc(c23)C1=O	-17	3	2.4	2	4	5	2	-12	-4
COc1cc(/C=C(\C#N)C(=O)N2CCOCC2)cc(Br)c1O	6	2	0.3	-5	11	4	-23	-15	-9
